miR-122 sensor: miR-122 Renilla sensor signal increase in Huh7, primary screen, miR-122 inhibitor project, cell-based, single point, plate reader. activation (reporter increase), % at 12.5 µM. 0.3% of 340,000 active. Huh7 miR-122 Renilla luciferase sensor, 48 h; neutral wells = 0, positive control = 100;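 active = mean replicate activation score at least 90 and every replicate individually at or above 90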;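 also: higher luciferase means less miR-122 activity so hits act as miR-122 inhibitors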
ERp5 block: inhibitors of ERp5-driven insulin aggregation, primary screen, biochemical, turbidity, absorbance 650 nm, single point | Protein disulfide-isomerase A6 (Homo sapiens), Q15084 | 0.05% of 350,000 active | inhibition, % at 9.99 µM | AID 651711, 2012 | 90 min;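 active = mean replicate inhibition above about 25%, with every replicate also reaching it, limit read from the data, passing the limit was not always enough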
Target sequence (Q15084 whole entry, looked up): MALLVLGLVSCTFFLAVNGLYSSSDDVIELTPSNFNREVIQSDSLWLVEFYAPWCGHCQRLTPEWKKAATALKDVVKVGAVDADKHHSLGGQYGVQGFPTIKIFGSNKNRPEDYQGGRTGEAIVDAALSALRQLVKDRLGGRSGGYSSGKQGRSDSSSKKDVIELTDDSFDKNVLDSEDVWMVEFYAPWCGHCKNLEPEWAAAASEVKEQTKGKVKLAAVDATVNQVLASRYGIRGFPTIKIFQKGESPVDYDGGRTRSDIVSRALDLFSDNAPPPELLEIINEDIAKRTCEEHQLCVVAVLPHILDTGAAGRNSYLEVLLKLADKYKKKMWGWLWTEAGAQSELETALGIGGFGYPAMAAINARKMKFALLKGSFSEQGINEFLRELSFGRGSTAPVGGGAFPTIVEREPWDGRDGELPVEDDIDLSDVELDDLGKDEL
esBAF inh: Bmi1 luciferase reporter increase in mESCs, primary screen, esBAF inhibitor project, mouse ES cells, Bmi1 luciferase knock-in, single point; 24 h; 100% = twice the neutral-well signal; reporter increase, % at 12.5 µM; 2% of 350,000 active; AID 602393, 2012; in the data active = activation above about 40%;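 also: 0% = median of the plate's neutral control wells and 100% = double that signal; a rise in the Bmi1 reporter signal indicates esBAF inhibition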
SIRT5 block: SIRT5 desuccinylase inhibitors, primary screen, biochemical, fluorescence imaging, single point, set 5; NAD-dependent protein deacylase sirtuin-5, mitochondrial (Homo sapiens), Q9NXA8; Purified SirT5, succinyl-peptide AMC, trypsin-coupled fluorescence; inhibition, % at 15 µM; 1.1% of 330,000 active; AID 652115, 2013; in the data active = inhibition above about 15%
Target sequence (Q9NXA8 whole entry, looked up): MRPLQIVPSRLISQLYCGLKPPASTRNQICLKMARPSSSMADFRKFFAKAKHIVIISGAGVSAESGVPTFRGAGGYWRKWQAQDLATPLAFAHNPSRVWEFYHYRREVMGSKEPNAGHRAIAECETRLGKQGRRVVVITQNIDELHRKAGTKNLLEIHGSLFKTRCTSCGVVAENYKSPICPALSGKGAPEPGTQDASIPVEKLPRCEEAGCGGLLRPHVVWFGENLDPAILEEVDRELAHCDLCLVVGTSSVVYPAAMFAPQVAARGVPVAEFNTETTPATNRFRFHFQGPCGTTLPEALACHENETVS
Cneo AK release: Cryptococcus neoformans cell lysis inducers, primary screen, AK release luminescence, single concentration; C. neoformans lysis, adenylate kinase release luminescence, 4 h; normalised: neutral wells 0, clomiphene wells 100; lysis activity, % at 15 µM; 0.2% of 360,000 active;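 active = mean lysis activity across replicates of at least 80%, whatever share of replicates individually reach that level; inactive = mean lysis activity below 80%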
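Assay system: Cryptococcus neoformans yeast cells / Dosing: single-point compound dose / Timing: 4 h at 37 °C static, read 1 h later / Measured by: luminescence of released adenylate kinase using an AK detection reagent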
Statin myotox sup: suppressors of statin myotoxicity in C2C12 myotubes, primary screen, cell-based, single point, plate reader; C2C12 myotubes + simvastatin, ATP luminescence, 48 h; scaled: DMSO 0, geranylgeraniol control 100; rescue of ATP level, % at 7.49 µM; 0.78% of 330,000 active; AID 602340, 2012;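 active = mean ATP rescue above about 67%, or every replicate alone reaching that limit, limit read from the data, passing the limit was not always enough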;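 also: myotubes were challenged with 10 µM simvastatin during compound exposure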
ARNT-TACC3 inh: disruptors of ARNT/TACC3 protein interaction, primary screen, biochemical, AlphaScreen, single concentration; AlphaScreen His-ARNT PAS-B/GST-TACC3 binding, luminescence; TACC3 fragment carries E629A point mutation; inhibition, % at 9.99 µM; 0.66% of 390,000 active;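 active = mean inhibition of replicates at least 50% and at least half of replicates each reaching 50%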;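 also: 0% = complete ARNT plus TACC3 wells and 100% = ARNT alone without TACC3; many hits fall short of the cut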
Active calls of the source: *; . = not tested or not shown; & = joins results of further samples; [ ] = remark or other dose.

SMILES | miR-122 sensor | ERp5 block | esBAF inh | SIRT5 block | Cneo AK release | Statin myotox sup | ARNT-TACC3 inh
NCC[C@H]1CC[C@@H](NC(=O)C2CCCCC2)[C@@H](CO)O1 | . | -6 | -1 | -15 | -4 | 4 | -6
C=CCn1c(SCC(=O)N(CC)C2CCS(=O)(=O)C2)nc2cc(C(=O)O)ccc2c1=O (stereo unspecified) | 5 | 3 | -8 | 0 | 0 | -1 | 24
COc1ccc(OCc2nnc(SCC(=O)Nc3ccccc3C#N)o2)cc1 | -9 | 1 | 2 | -1 | -4 | -6 | 4
CCc1ccc(N2CC(C(=O)Nc3ccccc3F)CC2=O)cc1 (stereo unspecified) | 0 | . | 0 | . | 1 | 14 | 0
c1ccc(-c2nnc3oc(-c4cccs4)nn23)cc1 | 3 | 5 | 166* | -5 | -1 | -25 | .
COC(=O)CC/C(O)=C1\C(=O)CC(C)(C)CC1=NCc1nc2ccccc2[nH]1 | 7 | 2 | 6 | 3 | -1 | 3 | -1
O=C(C[C@@H]1CC[C@@H](NC(=O)C2CCC2)[C@@H](CO)O1)NCc1ccncc1 | . | -7 | -3 | 4 | 3 | 8 | 0
Cc1ccc2c(CN3CCN(CCO)CC3)cc(=O)oc2c1 | 3 | . | -1 | . | 0 | 3 | 0
CCC(CC)=NNC(=O)c1ccccc1OCc1ccc(F)cc1 | -2 | . | . | . | -1 | . | -4
CC(C)Nc1nc(NC(C)C)nc(Oc2ccc(OCc3ccccc3)nn2)n1 | 2 | . | 3 | . | 4 | 12 | 2
Cc1ccc(S(=O)(=O)NC(=NCc2ccccc2)c2ccc(F)cc2)cc1 | 116* | 3 | 9 | -1 | 0 | 6 | 0
COc1ccc2nc(/N=C/c3cccc(OC)c3O)sc2c1 | . | 0 | 14 | -1 | -6 | -6 | 28
CCOc1ccc(S(=O)(=O)N2CCN(CN3C(=O)CC4(CCCC4)C3=O)CC2)cc1 | -2 | 2 | -1 | -2 | 0 | 5 | -6
CC(=O)NCCc1nc2ccccc2n1CCOc1ccc(C)cc1 | -5 | -10 | . | -5 | 0 | . | 2
COc1cccc(S(=O)(=O)N[C@H]2C=C[C@@H](CC(=O)NCc3ccc(Cl)cc3)O[C@@H]2CO)c1 | . | 0 | -1 | 5 | 3 | -4 | -6
Cc1cc(NC(=O)CN2CCC(C)CC2)no1 | . | 2 | . | 0 | . | . | -1
Cc1nn(Cc2ccc([N+](=O)[O-])cc2)c(=O)n1-c1ccccc1 | -4 | . | 12 | . | -2 | 10 | -10
CC(Oc1ccc2c(-c3ccccc3)cc(=O)oc2c1)C(=O)NCC(O)c1ccccc1 (stereo unspecified) | -7 | 6 | 1 | 5 | 0 | 5 | 1
Cc1ccn2c(=O)nc(SCC(=O)N3CCN(c4ccccc4)CC3)nc2c1 | -7 | -3 | -4 | 4 | -1 | 8 | 3
CN(C)/C=C/C(=O)c1cnc2n(c1=O)CCS2 | 1 | -2 | -2 | -4 | . | 0 | -6
O=C(O)/C=C/c1ccc(OCc2cccc(F)c2)cc1 | 4 | 10 | 6 | 10 | -2 | -13 | -16
O=C(COC(=O)c1cc2c(s1)CCCC2)NCc1ccccc1Cl | -1 | 2 | 3 | 0 | . | 3 | 0
O=C(O)C1CCCN1c1nc(-c2ccc(Cl)c(Cl)c2)cc(C(F)(F)F)n1 (stereo unspecified) | -2 | -4 | 27 | 2 | 0 | -7 | .
Cc1ccc(-c2ccc(S(=O)(=O)NCC3CCCO3)cc2)cc1 (stereo unspecified) | . | -3 | . | -3 | . | . | 6
COc1cc(OC)c(C2C(C#N)=C(N)OC3=C2C(=O)CC(C)(C)C3)cc1OC (stereo unspecified) | 1 | . | -6&-6 | . | 1&-1 | -2 | -30&-6
CN(C)CCNC(=O)c1cccc(S(=O)(=O)Nc2ccccc2F)c1 | . | -9 | . | 30* | . | . | 1
CCCC(=O)Nc1cccc(-c2nc3cc(C)c(C)cc3o2)c1 | 4 | . | 15 | . | 4 | -16 | -3
Nc1nc(-c2ccco2)nn1C(=O)c1ccc(F)cc1 | -6 | 5 | -6 | -3 | 0 | 32 | -3
COC(=O)c1ccc(Cn2nnc3ccccc3c2=O)o1 | -1 | . | -3 | . | -1 | 14 | -29
Cc1ccc(S(=O)(=O)NCC(=O)N(CC(=O)NCc2ccc(F)cc2)CC2CCCO2)cc1 (stereo unspecified) | -6 | 0 | 6 | 0 | 3 | 0 | -7
O=C(OCCOc1cccc(Cl)c1)c1cc(S(=O)(=O)N2CCOCC2)ccc1F | -4 | -4 | . | 0 | -1 | -26 | -2
COc1ccc(/C=N/NC(=O)C2(C)NC(C)(C)Cc3ccccc32)cc1 (stereo unspecified) | . | 4 | . | 4 | . | . | -5
O=C(Nc1cc(Cl)ccc1N1CCCC1)C1=COCCO1 | 11 | -3 | -5 | 0 | 5 | 10 | 6
Cc1ccccc1CN(C)C[C@H]1OCc2cnnn2CCCC(=O)N([C@@H](C)CO)C[C@H]1C | 1[16.7 µM] | 3 | -1 | -2 | 58 | 2 | -1
O=C1Nc2ccc(Br)cc2/C1=N/N=C/C1=C(N2CCOCC2)C(=C\c2ccccc2)/CC1 | -2 | 17 | . | -8 | -3 | . | .
CCC(CO)NCC(O)COCc1ccc2c(c1)OCO2 (stereo unspecified) | . | -2 | . | 0 | . | . | -7

Part of the list above, with each value named.
COc1cc(OC)c(C2C(C#N)=C(N)OC3=C2C(=O)CC(C)(C)C3)cc1OC (stereo unspecified)
  miR-122 sensor: 1
  ERp5 block: .
  esBAF inh: -6&-6
  SIRT5 block: .
  Cneo AK release: 1&-1
  Statin myotox sup: -2
  ARNT-TACC3 inh: -30&-6
Cc1ccccc1CN(C)C[C@H]1OCc2cnnn2CCCC(=O)N([C@@H](C)CO)C[C@H]1C
  miR-122 sensor: 1[16.7 µM]
  ERp5 block: 3
  esBAF inh: -1
  SIRT5 block: -2
  Cneo AK release: 58
  Statin myotox sup: 2
  ARNT-TACC3 inh: -1
O=C(OCCOc1cccc(Cl)c1)c1cc(S(=O)(=O)N2CCOCC2)ccc1F
  miR-122 sensor: -4
  ERp5 block: -4
  esBAF inh: .
  SIRT5 block: 0
  Cneo AK release: -1
  Statin myotox sup: -26
  ARNT-TACC3 inh: -2

One compound at a time, as listed above:
Listed for COc1ccc(/C=N/NC(=O)C2(C)NC(C)(C)Cc3ccccc32)cc1 (stereo unspecified) → miR-122 sensor: .; ERp5 block: 4; esBAF inh: .; SIRT5 block: 4; Cneo AK release: .; Statin myotox sup: .; ARNT-TACC3 inh: -5
Listed for NCC[C@H]1CC[C@@H](NC(=O)C2CCCCC2)[C@@H](CO)O1 → miR-122 sensor: .; ERp5 block: -6; esBAF inh: -1; SIRT5 block: -15; Cneo AK release: -4; Statin myotox sup: 4; ARNT-TACC3 inh: -6

A draw from above in order of molar mass, largest number first:
SMILES | miR-122 sensor | ERp5 block | esBAF inh | SIRT5 block | Cneo AK release | Statin myotox sup | ARNT-TACC3 inh
CN(C)CCNC(=O)c1cccc(S(=O)(=O)Nc2ccccc2F)c1 | . | -9 | . | 30* | . | . | 1
COc1ccc(/C=N/NC(=O)C2(C)NC(C)(C)Cc3ccccc32)cc1 (stereo unspecified) | . | 4 | . | 4 | . | . | -5
O=C(Nc1cc(Cl)ccc1N1CCCC1)C1=COCCO1 | 11 | -3 | -5 | 0 | 5 | 10 | 6

Remaining list, next part
SMILES | miR-122 sensor | ERp5 block | esBAF inh | SIRT5 block | Cneo AK release | Statin myotox sup | ARNT-TACC3 inh
COC(=O)c1ccc2c(=O)n(Cc3ccco3)c(SCC(=O)Nc3ccc(C)c(Cl)c3)nc2c1 | -2 | . | 1 | . | 3 | -4 | -11
CCCNC(=O)C1(C)CCCN(Cc2ccc(C(F)(F)F)cc2)C1 (stereo unspecified) | 4 | 1 | -11 | . | -1 | -5 | .
C[C@@H]1CN([C@@H](C)CO)C(=O)c2cccc(NS(=O)(=O)c3ccccc3)c2O[C@H]1CN(C)C(=O)Nc1ccc2c(c1)OCO2 | -1[16.7 µM] | -2 | 6 | 0 | 46 | 2 | 1
CN(C)CC#Cc1ccc([C@H]2[C@H](CO)N3CCCCN(C(=O)C4CCCC4)C[C@@H]23)cc1 | -28[16.7 µM] | 12 | . | 1 | -1 | . | 5
O=c1nc(-c2ccccc2)cn[nH]1 | -11 | . | . | . | -11 | . | -13
CSc1ccccc1C(=O)Nc1ccccc1C(=O)NC(C)C | 0 | 1 | -7 | 2 | 1 | 9 | -9
Cc1noc(C)c1NC(=O)N(C)C[C@H]1Oc2ccc(NS(=O)(=O)c3ccccc3)cc2C(=O)N([C@@H](C)CO)C[C@H]1C | 0[16.7 µM] | 1 | 0 | . | -2 | 20 | 5
CCCCc1ccc(S(=O)(=O)NC2CCS(=O)(=O)C2)cc1 (stereo unspecified) | . | -8 | . | -5 | . | . | -7
C[C@@H]1CN([C@@H](C)CO)C(=O)c2cc(NS(=O)(=O)c3ccc(F)cc3)ccc2O[C@@H](C)CCCCO[C@H]1CN(C)Cc1ccc(C(=O)O)cc1 | 2[16.7 µM] | -4 | 1 | -2 | -9 | . | -9
COC(=O)[C@@]12CCCCN1[C@H](c1ccc(-c3cccc(Cl)c3)cc1)[C@@H]1C(=O)N(C)C(=O)[C@@H]12 | -4 | -4 | 2 | . | -3 | 33 | -3
CO[C@H]1CN(C)C(=O)c2cc(NS(C)(=O)=O)ccc2OC[C@H](C)N(CC2CCOCC2)C[C@@H]1C | . | -4 | -10 | -1 | 1 | 2 | 2
CO[C@H]1CN(C)C(=O)c2ccc(NC(=O)C3CC3)cc2OC[C@@H](C)NC[C@@H]1C | . | -4 | -1 | -2 | 1 | 4 | 7
Cc1ccc(-n2nc(C(N)=O)nc2-c2ccccc2)cc1 | -3 | -1 | -2 | -1 | 5 | 3 | -3
Cc1ccc(S(=O)(=O)N(C)C[C@H]2Oc3ccc(NS(=O)(=O)c4cn(C)cn4)cc3C(=O)N([C@@H](C)CO)C[C@H]2C)cc1 | -2[16.7 µM] | . | 0 | . | . | -3 | .
O=C(COc1ccc(S(=O)(=O)N2CCCC2)cc1Cl)NCc1ccco1 | -1 | . | -1 | . | -3 | -2 | 3
CCOC(=O)C1=C[C@@H](CC)N(S(=O)(=O)c2ccc([N+](=O)[O-])cc2)[C@H]1c1ccccc1 | -7 | 4 | -14 | -4 | 29 | 8 | .
COc1ccc([C@H]2C(C(=O)O)=C[C@@H](C(C)(C)C)N2S(=O)(=O)c2ccccc2)cc1 | 1 | 2 | 4 | -1 | 1 | -15 | -4
COc1cccc(C(=O)NCCS(=O)(=O)NCCc2ccccc2)c1 | 1 | 1 | 40 | -6 | 3 | 12 | -51
COc1ccc(NC(=O)Nc2ccc3c(c2)[C@@H]2C[C@H](CC(=O)NC4CCCCC4)O[C@H](CO)[C@@H]2O3)cc1 | 8[16.7 µM] | -1 | -4 | -2 | 1 | 10 | -8
CCC(=O)N1[C@@H]2c3ccc(C4=CCCC4)c(=O)n3C[C@@H]2[C@@H](CO)[C@@H]1C(=O)NCc1ccccc1 | -5[16.7 µM] | 6 | -3 | -2 | 5 | 13 | -1
